Compound activity deposited in PubChem by several laboratories.
LYP inhibition – LYP phosphatase inhibitors, primary screen, biochemical, DiFMUP fluorescence, recombinant catalytic domain, 10 µM (AID 606); 52,000 tested, under 10 active; recombinant LYP catalytic domain, DiFMUP fluorescence; higher % means a stronger effect; Tyrosine-protein phosphatase non-receptor type 22 (Homo sapiens); inhibition, % at 10 µM, or IC50 in µM where a hit was titrated;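 active means IC50 under 40 µM in the dose-response test; inactive means IC50 of 40 µM or more, or never dose-tested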
DPM-DC inhibit – S. pneumoniae DPM-DC inhibitors, primary screen, biochemical, PK/LDH-coupled NADH fluorescence | diphosphomevalonate decarboxylase (Streptococcus pneumoniae D39) | calls only at 10 µM | purified DPM-DC | 65,000 compounds, 0.49% hits | AID 556, 2006;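 active means the 320 compounds with the highest percent inhibition in the single-dose primary screen, excluding strongly autofluorescent ones, cut at about 32% in these data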;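 further: kinetic rate of NADH fluorescence loss reporting ADP formed by the decarboxylase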
Spn PMK inh – S. pneumoniae PMK inhibitors, primary screen, biochemical, mevalonate pathway, pilot trial included; phosphomevalonate kinase (Streptococcus pneumoniae D39); AID 539, 2006; 65,000 compounds, 0.49% hits; inhibition, % at 10 µM; purified PMK, PK/LDH-coupled NADH absorbance 340 nm;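 active means top-ranked compounds by inhibition in the single 10 µM screen, taking a fixed number of the strongest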;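 further: 0% = full reaction with DMSO carrier and 100% = background rate without enzyme reaction; no value below 0 was filed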
MK inhibit – S. pneumoniae MK inhibitors, primary screen, biochemical, PK/LDH-coupled NADH absorbance | AID 555, 2006 | purified MK, PK/LDH-coupled NADH absorbance 340 nm | inhibition, % at 10 µM | 65,000 compounds, 0.48% hits | mevalonate kinase [Streptococcus pneumoniae D39];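 active means ranked among the strongest by inhibition in the single 10 µM screen, a fixed top-ranked set picked for dose follow-up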; further: no value below 0 was filed
TNAP inhibition – human TNAP enzyme inhibitors, biochemical, luminescent (AID 518). purified TNAP enzyme, luminescent substrate readout; higher % means a stronger effect. 64,000 compounds, 0.09% hits. inhibition, % at 20 µM; hits with a dose series show IC50 in µM; in the data active means a potency from the dose series; inactive means the rest, 99 in 100 with inhibition below about 22%;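 further: plate controls were vehicle for no effect and reference inhibitor for full effect; many of its hits are not listed in these tables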
HT1080 viability – cytotoxicity in HT1080 fibrosarcoma cells, cell-based, fluorescence readout (AID 620); 87,000 compounds, 0.42% hits; HT1080 viability, fluorescence; higher % means a stronger effect; one-dose cytotoxicity, % at 10 µM; EC50 in µM for titrated hits;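 further: cells exposed to compound overnight then 4 h with Alamar Blue; 0% = vehicle DMSO and 100% = killing control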
HPDE-C7 viability – cytotoxicity in HPDE-C7 cells, cell-based, fluorescence, HTS (AID 430); HPDE-C7 pancreatic duct cells viability, fluorescence; higher % means a stronger effect; cytotoxicity, % at 10 µM; hits with a dose series show EC50 in µM; 63,000 compounds, 1.8% hits;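 further: cells exposed to compound for 48 hours before viability readout; 0% = vehicle and 100% = reference cytotoxic drug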
HPDE-C7K KRASV12 – cytotoxicity in KRAS-transformed pancreatic duct cells, primary screen, cell-based, fluorescence, HTS (AID 431); HPDE-C7K KRASV12 cells, Alamar Blue viability, 48 h; higher % means a stronger effect; cytotoxicity, % at 10 µM; hits with a dose series show EC50 in µM; 63,000 compounds, 1.7% hits;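 active means compounds whose percent cytotoxicity in the single-dose primary screen, scaled between solvent and toxic-drug controls, exceeds 50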;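 further: 0% = DMSO solvent wells and 100% = doxorubicin-treated wells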
Bfl-1 displacement – Bfl-1 inhibitors, primary screen, biochemical, fluorescence polarization, FITC-Bid, mouse (AID 432); Bcl-2-related protein A1 (Mus musculus); FITC-Bid BH3 peptide fluorescence polarization displacement; higher % means a stronger effect; displacement, % at 20 µM; hits with a dose series show IC50 in µM; 64,000 compounds, 0.02% hits; in the data active means a potency from the dose series; inactive means the rest, 99 in 100 with displacement below about 15%; further: strong numbers were not always called active
Spn PMK inh pilot replicates – further read-out of Spn PMK inh, marked with its call; inhibition, %; measured here: pilot screen replicates
MK inhibit pilot replicates – second read-out of MK inhibit, no call of its own (marks repeat the call); inhibition, %; measured here: pilot screen replicates
DPM-DC inhibit pilot screen % – recorded beside DPM-DC inhibit, whose call it bears; inhibition, %; measured here: pilot screen trials
An asterisk follows results filed as active; i = inactive; nt = not tested or not shown. Unless noted, no stated cut-off is given here; in the data, active means cytotoxicity above about 50%; inactive means the rest.

SMILES | LYP inhibition | DPM-DC inhibit | Spn PMK inh | MK inhibit | TNAP inhibition | HT1080 viability | HPDE-C7 viability | HPDE-C7K KRASV12 | Bfl-1 displacement | others
CC(=O)N(c1ccc(C(C)C)cc1)C1C=CS(=O)(=O)C1 (stereo not given) | -3.1% | i | 8.0 | 8.0 | 8.5% | -0.4% | -4.8% | -12.1% | -0.5%
C=CCn1c(-c2cccs2)nc2nc3ccccc3nc21 | nt | nt | 13.0 | 0.0 | 5.9% | -1.9% | -7.7% | -1.3% | 1.0% | Spn PMK inh pilot replicates=0.0;MK inhibit pilot replicates=0.0
Cc1noc(C)c1CSc1nnc(-c2c[nH]c3ccccc23)n1-c1ccc(Cl)cc1 | nt | i | 11.0 | 5.0 | 0.6% | -6.3% | 5.0% | 1.9% | -1.6%
COC(=O)c1ccccc1NC(=O)Cn1nc(C(F)(F)F)c2c1CCC2 | 11.4% | i | 7.0 | 2.0 | 12.9% | -8.6% | 2.1% | 10.0% | -5.8%
N#Cc1c(N)c(C#N)c(-c2ccc(O)cc2)c2c1CCCC2 | 9.5% | i | 2.0 | 8.0 | 16.8% | 6.4% | -11.1% | -12.1% | -0.5%
COc1ccc(-n2c(Cc3cccn3C)nnc2SCC(=O)Nc2ccc3c(c2)OCO3)cc1 | 0.3% | i | 0.0 | 15.0 | 0.4% | -2.7% | -4.8% | 1.4% | 2.8%
CCOC(=O)c1[nH]c(C)c(C(=O)NCCN2CCOCC2)c1C | 4.2% | i | 0.0 | 0.0 | 3.5% | -7.1% | 1.9% | 8.4% | 3.2%
Cc1cc(=O)oc(C)c1C(=O)NCC1COc2ccccc2O1 (stereo not given) | nt | i | 13.0 | 0.0 | 8.3% | 7.0% | -6.0% | -6.4% | -1.7%
COc1cc(S(=O)(=O)NCC2COCCO2)ccc1-n1cnnn1 (stereo not given) | 3.1% | i | 5.0 | 5.0 | 14.2% | 7.7% | -16.4% | -11.5% | -2.1%
COc1ccc(N2CC(O)=C(c3nc(C)cs3)C2=N)cc1 | nt | i | 0.0 | 0.0 | 7.6% | 10.8% | -15.7% | -10.1% | 1.9%
Cc1ccc(CNC(=O)CCc2nc3ccccc3c(=O)[nH]2)cc1 | 2.0% | i | 14.0 | 0.0 | 9.2% | 4.6% | -5.8% | 0.0% | -5.8%
CC1CCN(C(=O)C2CCN(CCCc3ccccc3)CC2)CC1 | nt | i | 11.0 | 26.0 | 7.1% | -9.0% | -1.8% | 16.2% | -6.9%
CC(C)(C)SCCNC(=O)CN(c1ccc(F)cc1)S(C)(=O)=O | 7.2% | i | 0.0 | 4.0 | 5.1% | 3.1% | 9.3% | -2.5% | -2.2%
CCCCc1cc(=O)oc2c(CN3CCCC3)c(O)ccc12 | 0.1% | nt | 0.0 | 4.0 | 7.4% | -6.9% | 7.1% | -6.2% | -2.7%
CCOC(=O)Cn1c(=O)c2c(nc3n2CCN3c2ccc(C)cc2)n(C)c1=O | -3.8% | i | 17.0 | 5.0 | 13.5% | -3.7% | 7.4% | 8.3% | -0.5%
COC(=O)c1sc(=S)n(-c2cccc(Cl)c2)c1N | 4.4% | i | 0.0 | 7.0 | 5.0% | -2.7% | 1.6% | -0.7% | 4.1%
CCC(C)(C)n1nnnc1C(C(C)C)N1CCC(C(N)=O)CC1 (stereo not given) | 0.4% | i | 9.0 | 10.0 | 2.5% | 0.2% | 5.6% | -20.0% | -12.1%
CC(=O)c1c[nH]c2ccc(C)cc2c1=O | -1.5% | i | 1.0 | 15.0 | 2.9% | 1.0% | -17.1% | -3.2% | -3.0%
CCn1c(SCC(=O)NCc2ccccc2)nnc1-c1ccccc1O | 16.9% | i | 5.0 | 3.0 | 0.1% | 0.7% | -8.2% | -14.2% | -4.6%
O=C(CCNC(=O)Cn1ccc2ccccc2c1=O)NCCN1CCN(c2cccc(Cl)c2)CC1 | -6.0% | i | 16.0 | 0.0 | 8.0% | -0.1% | -4.2% | -5.0% | -5.3%
Cn1cnc2cc(NC(=O)c3ccc(Cl)cc3)ccc21 | -1.1% | i | 1.0 | 0.0 | 23.7% | 3.5% | -4.6% | 0.9% | -6.1% | Spn PMK inh pilot replicates=0.0;MK inhibit pilot replicates=0.0;DPM-DC inhibit pilot screen %=0.0
CCc1ccccc1NC(=O)C(CC)Sc1nc2cc3c(cc2c(=O)n1Cc1ccco1)OCO3 (stereo not given) | -2.1% | i | 7.0 | 4.0 | 7.0% | -3.4% | 2.1% | 10.9% | 3.5% | Spn PMK inh pilot replicates=2.5;MK inhibit pilot replicates=1.0;DPM-DC inhibit pilot screen %=0.5
O=S(=O)(c1cccc2nsnc12)N1CCN(c2ncccn2)CC1 | -5.5% | i | 18.0 | 0.0 | 14.4% | -3.3% | -8.5% | 15.0% | 1.9% | Spn PMK inh pilot replicates=4.0;MK inhibit pilot replicates=0.0;DPM-DC inhibit pilot screen %=0.0
CC(C)(C)NC(=O)c1ccc(COc2ccccc2Br)o1 | -2.7% | i | 2.0 | 0.0 | -0.4% | -2.4% | -25.1% | -20.3% | -1.5%
O=C(NCCc1ccc(Cl)cc1)C1CCC(=O)N1C1CCCC1 (stereo not given) | 0.2% | i | 1.0 | 2.0 | 0.3% | 0.2% | 1.0% | -3.7% | -0.8%
NCC[C@H](O)C(=O)N[C@@H]1C[C@H](N)[C@@H](O[C@H]2O[C@H](CN)[C@@H](O)[C@H](O)[C@H]2O)[C@H](O)[C@H]1O[C@H]1O[C@H](CO)[C@@H](O)[C@H](N)[C@H]1O | 14.0% | i | 0.0 | 4.0 | nt | -8.1% | nt | nt | nt
Cc1nnc(Sc2nc3c(c(=O)n(C)c(=O)n3C)n2Cc2ccccc2Cl)s1 | 20.6% | i | 22.0 | 3.0 | nt | 13.3% | nt | nt | nt
CCCNC(=O)c1cc(-c2ccc(OC)cc2)on1 | -7.7% | i | 16.0 | 0.0 | 3.2% | nt | 0.7% | -0.1% | -14.9%
CNC(=O)Cn1nc(C)c2ccccc2c1=O | 1.8% | i | 16.0 | 8.0 | 1.3% | 3.1% | 0.5% | -1.1% | 0.4%
COC(=O)c1sccc1NS(=O)(=O)c1ccc(OC)cc1 | nt | i | 6.0 | 7.0 | 1.9% | 5.5% | 44.3% | 42.5% | 4.3%

Next section (3 carried over from the part before).
SMILES | LYP inhibition | DPM-DC inhibit | Spn PMK inh | MK inhibit | TNAP inhibition | HT1080 viability | HPDE-C7 viability | HPDE-C7K KRASV12 | Bfl-1 displacement | others
CCCNC(=O)c1cc(-c2ccc(OC)cc2)on1 | -7.7% | i | 16.0 | 0.0 | 3.2% | nt | 0.7% | -0.1% | -14.9%
CNC(=O)Cn1nc(C)c2ccccc2c1=O | 1.8% | i | 16.0 | 8.0 | 1.3% | 3.1% | 0.5% | -1.1% | 0.4%
COC(=O)c1sccc1NS(=O)(=O)c1ccc(OC)cc1 | nt | i | 6.0 | 7.0 | 1.9% | 5.5% | 44.3% | 42.5% | 4.3%
COc1ccccc1NC(=O)N(Cc1ccccc1)C1=NCC(C)S1 (stereo not given) | 2.1% | i | 9.0 | 2.0 | 22.3% | -2.7% | -10.7% | -7.5% | -3.0%
Cc1cnn(C(=S)NCC2CCCO2)c1 (stereo not given) | -7.0% | i | 0.0 | 5.0 | 4.5% | -0.1% | -8.4% | 1.6% | -14.7%
Cc1ccc(C(=O)Nc2ccncc2)o1 | 17.1% | i | 3.0 | 11.0 | 5.5% | 5.8% | -2.8% | -6.6% | -0.8%
COc1ccc(NC(=O)Cn2nc3n(c2=S)CCC3)cc1 | -4.0% | i | 16.0 | 1.0 | -1.6% | -12.2% | -12.4% | -19.7% | -11.7%
Cc1[nH]nc2c1C(c1cccc(O)c1)C1=C(CC(C)(C)CC1=O)N2 (stereo not given) | 0.3% | nt | 9.0 | 1.0 | 1.1% | -9.4% | 6.1% | 1.6% | 0.2%
O=S(Cc1ccc(Cl)cc1)CC(O)COCc1ccc(Cl)cc1 (stereo not given) | -1.3% | i | 0.0 | 2.0 | 1.9% | -11.1% | -4.9% | -7.0% | -10.8%
O=C(CSc1ncnc2c1oc1ccccc12)NCc1ccc(F)cc1 | 14.6% | i | 0.0 | 3.0 | 11.3% | -1.1% | -15.7% | -2.7% | -1.4%
CSc1nc(-c2ccccc2)nc(SC)c1C(C)=O | -7.5% | i | 0.0 | 22.0 | 5.6% | -1.1% | -7.8% | -16.9% | -9.4%
COc1ccc(-n2c(Cc3cccn3C)nnc2SCC(=O)Nc2ccc3c(c2)OCCO3)cc1 | 0.1% | i | 12.0 | 5.0 | 3.2% | 5.5% | -2.4% | 4.4% | 6.0%
CCOc1ccccc1C(=O)N(Cc1cccs1)C1CCS(=O)(=O)C1 (stereo not given) | nt | i | 6.0 | 8.0 | 12.8% | -12.5% | 2.8% | 2.3% | -5.4%
CCc1ccc(NC(=O)CSC2=C(C#N)C(c3ccco3)C3=C(CCCC3=O)N2)cc1 (stereo not given) | 9.3% | i | 0.0 | 6.0 | 18.0% | 22.8% | -0.7% | 8.2% | 0.6%
Cc1cc(SCc2ccccc2)nc(=O)[nH]1 | -3.3% | i | 0.0 | 10.0 | 4.5% | -11.5% | -17.5% | -12.1% | 0.5%
CN(C)CCCN1C(=O)C(=O)/C(=C(/O)c2ccc3c(c2)OCO3)C1c1cccnc1 (stereo not given) | 2.2% | i | 19.0 | 22.0 | -0.2% | -6.6% | -6.6% | -1.1% | -0.8%
CCOC(=O)c1snc(C(=O)NC2CCCCC2)c1N | -4.4% | i | 0.0 | 8.0 | 9.4% | -0.2% | -7.2% | -8.5% | -3.5%
COc1ccc(-c2ccc(NCCC3=CCCCC3)nn2)cc1OC | 4.5% | i | 8.0 | 5.0 | 5.5% | -2.4% | 18.1% | 25.7% | 3.7%
Nc1ccc2nn(-c3cccc4ccccc34)nc2c1 | nt | nt | 1.0 | 2.0 | 11.3% | 0.0% | -3.3% | 12.8% | 3.2%
Cc1cccc(Cn2c(N(C)Cc3ccccc3)nc3c2c(=O)[nH]c(=O)n3C)c1 | 5.8% | i | 2.0 | 2.0 | -5.3% | 3.0% | 0.4% | -0.3% | 4.3%
O=C(CN1C(=O)CSc2ccccc21)NC1CCCC1 | 16.6% | i | 21.0 | 1.0 | 1.6% | 3.7% | -9.8% | -4.2% | -1.7%
COc1ccccc1N1CCN(C(=O)C2CCN(S(=O)(=O)c3ccc(F)cc3)CC2)CC1 | nt | i | 10.0 | 5.0 | 5.5% | -3.9% | -12.9% | -12.7% | -0.1% | Spn PMK inh pilot replicates=0.0;MK inhibit pilot replicates=2.0;DPM-DC inhibit pilot screen %=0.5
